Assay outcomes deposited in PubChem BioAssay by The Scripps Research Institute Molecular Screening Center.
KLK7 zymogen act – proKLK7 zymogen activators, primary screen, biochemical, fluorescence intensity | purified proKLK7, EDANS-DABCYL substrate fluorescence; 100% is mature enzyme control, 0% vehicle | activation, % at 7 µM | 370,000 compounds, 0.9% hits | Kallikrein-7 (Homo sapiens), P49862;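 active = activation above the mean of all tested compounds plus 3 SD, computed per campaign excluding outliers beyond control limits, cut at about 13% in these data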
Target sequence (P49862 whole entry, looked up): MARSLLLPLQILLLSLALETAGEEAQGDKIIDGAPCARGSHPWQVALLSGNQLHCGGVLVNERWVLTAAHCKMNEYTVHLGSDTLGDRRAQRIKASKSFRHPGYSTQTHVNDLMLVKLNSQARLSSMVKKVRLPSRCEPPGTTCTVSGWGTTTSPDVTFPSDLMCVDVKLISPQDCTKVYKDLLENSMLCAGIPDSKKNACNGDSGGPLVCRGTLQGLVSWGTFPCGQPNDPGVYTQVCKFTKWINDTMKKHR
ADAM10 inh – human ADAM10 inhibitors, primary screen, biochemical, QFRET, HTS | Disintegrin and metalloproteinase domain-containing protein 10 (Homo sapiens), O14672 | recombinant ADAM10, EDANS/DABCYL FRET peptide cleavage, 3 h | inhibition, % at 7 µM | 370,000 compounds, 0.62% hits | AID 720582, 2013;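 active = inhibition above a per-campaign cutoff equal to the mean of compounds falling between control-based bounds plus 3 SD, cut at about 20% in these data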;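 note: 0% = DMSO wells while the 100% control is not disclosed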
Target sequence (O14672 214-748 limits assumed): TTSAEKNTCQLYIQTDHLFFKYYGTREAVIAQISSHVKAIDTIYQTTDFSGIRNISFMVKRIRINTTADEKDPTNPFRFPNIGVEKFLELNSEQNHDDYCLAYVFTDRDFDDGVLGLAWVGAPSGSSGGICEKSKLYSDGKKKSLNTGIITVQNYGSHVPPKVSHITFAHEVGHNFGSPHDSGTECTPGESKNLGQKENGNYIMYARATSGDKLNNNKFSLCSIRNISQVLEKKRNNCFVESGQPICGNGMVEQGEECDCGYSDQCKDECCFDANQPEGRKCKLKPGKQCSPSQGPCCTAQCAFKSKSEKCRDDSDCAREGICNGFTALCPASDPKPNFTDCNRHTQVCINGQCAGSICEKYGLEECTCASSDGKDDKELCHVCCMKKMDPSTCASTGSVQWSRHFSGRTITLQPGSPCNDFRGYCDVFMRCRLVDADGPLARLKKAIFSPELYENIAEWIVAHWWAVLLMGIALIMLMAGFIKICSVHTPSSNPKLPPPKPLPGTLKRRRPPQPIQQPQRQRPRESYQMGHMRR
TDP2 absorb – human TDP2 enzyme inhibitors, primary screen, biochemical, epi absorbance, recombinant enzyme; T5PNP hydrolysis, p-nitrophenol absorbance 415 nm; inhibition, % at 12.8 µM; 370,000 compounds, 0.34% hits; AID 720702, 2013;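 active = inhibition above the mean of all tested compounds plus 3 SD, set per campaign, cut at about 25% in these data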;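 note: 0% = DMSO with enzyme and 100% = buffer with substrate but no TDP2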
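System – recombinant human TDP2 · Quantity – TDP2 enzyme at 120 nM final · Doses – single concentration, 12.8 µM nominal, with 1% DMSO · Incubation – 2 h at 37 °C · Measured by – epi absorbance of p-nitrophenol freed from T5PNP by hydrolysis · Read-out – % inhibition relative to enzyme-containing and enzyme-free wells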
Tn6 DDE FP – inhibitors of Tn6 peptide binding to fibrin DD(E), primary screen, biochemical, fluorescence polarization, human fibrin, Tn6 probe; 370,000 compounds, 0.21% hits; Fibrin DD(E) TRITC-Tn6 fluorescence polarization displacement; inhibition, % at 8.3 µM; AID 720509, 2013; Fibrinogen beta chain (Homo sapiens), P02675;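 active = inhibition above a per-campaign cutoff: mean of compounds within control limits plus 3 SD, cut at about 15% in these data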;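 note: 0% = median of all compound wells on the plate and 100% = blocking peptide control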
LEDGF integ inh – blockers of LEDGF/p75-dependent integrase strand transfer – biochemical, TR-FRET, high throughput, primary screen; 370,000 compounds, 0.64% hits; HIV-1 integrase (with human LEDGF/p75); inhibition, % at 3.7 µM; TR-FRET IN-LEDGF/p75 DNA integration, Eu/Cy5;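 active = inhibition above the screen-wide mean plus 3 SD, cut at about 13% in these data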;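 note: signal is the Cy5 over europium emission ratio at 671 and 618 nm; 0% = plate median of compound wells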
ARFGAP1 inh – inhibitors of rat ARFGAP1 GAP activity, primary screen, biochemical, fluorescence polarization, GDP tracer; Arfgap1-stimulated ARF1 GTP hydrolysis, GDP FP detection; ADP-ribosylation factor GTPase-activating protein 1 (Rattus norvegicus), Q62848; inhibition, % at 16.5 µM; AID 651572, 2012; 360,000 compounds, 0.26% hits;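 active = inhibition above a per-plate limit, mean inhibition of low control wells plus 3 SD, cut at about 25% in these data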;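 note: 0% = DMSO wells with enzyme and 100% = wells lacking Arfgap1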
Target sequence (Q62848 1-136 limits assumed): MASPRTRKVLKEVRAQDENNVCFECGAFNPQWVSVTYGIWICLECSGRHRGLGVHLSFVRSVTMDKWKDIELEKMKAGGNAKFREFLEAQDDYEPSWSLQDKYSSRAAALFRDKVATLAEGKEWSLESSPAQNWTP
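Assay system: Rat Arfgap1 GAP domain (His6, aa 1-136), purified enzyme | Buffer or medium: HEPES 25 mM pH 7.5, NaCl 150 mM, MgCl2, DTT | Schedule: GTP hydrolysis reaction 2 h at 25 °C | Signal: FP of antibody-bound GDP Alexa 633 tracer, ex 620/em 688 nm | Measure: Percent inhibition of Arfgap1-stimulated GTP hydrolysis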
ASAP1 GAP inh – inhibitors of human ASAP1 ArfGAP activity, primary screen, biochemical, fluorescence polarization | ASAP1-stimulated ARF1 GTP hydrolysis, GDP FP detection | inhibition, % at 16.5 µM | 360,000 compounds, 0.19% hits | AID 624377, 2012; in the data active = inhibition above about 25%;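 note: 0% = vehicle with enzyme and substrate and 100% = no enzyme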
PLCg1 inh – PLC-gamma1 enzyme inhibitors, primary screen, biochemical, fluorescence, purified enzyme; AID 720700, 2013; 1-phosphatidylinositol 4,5-bisphosphate phosphodiesterase gamma-1 (Homo sapiens), P19174; 370,000 compounds, 0.84% hits; inhibition, % at 12.2 µM; fluorogenic substrate; in the data active = inhibition above about 9.5%
ADAM17 inh – ADAM17 inhibitors, primary screen, biochemical, QFRET. Disintegrin and metalloproteinase domain-containing protein 17 (Homo sapiens), P78536. 370,000 compounds, 0.83% hits. inhibition, % at 6.95 µM. recombinant ADAM17, EDANS/DABCYL FRET peptide cleavage. AID 720648, 2013;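 active = inhibition above the mean of compounds lying between control limits plus 3 SD, set per campaign, cut at about 8.5% in these data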;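 note: 0% = DMSO-only wells as the low control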
Tn7 DDE FP – inhibitors of Tn7 peptide binding to fibrin DD(E), primary screen, biochemical, fluorescence polarization, human fibrin, Tn7 probe | AID 720508, 2013 | FP displacement of FITC-Tn7 peptide from fibrin DD(E); 0% = median of compound wells per plate | inhibition, % at 8.3 µM | 370,000 compounds, 0.13% hits | Fibrinogen beta chain (Homo sapiens), P02675;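 active = inhibition above the mean of compounds falling within the control limits plus 3 SD of them, cut at about 14% in these data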;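 note: 0% = plate median of compound wells and 100% = 10 µM Aha-Tn7 peptide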
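system = human fibrin DD(E) protein | quantity = DD(E) 2 µM final | medium = Tris/NaCl/CaCl2 buffer, pH 7.8 | also added = labelled Tn7 tracer, 0.1 µM | compound dosing = single point at 8.3 µM | timing = compound with protein 10 min, then 3 h after probe, room temperature | signal = FP measurement | benchmarks = Aha-Tn7 high control | repeats = one replicate per compound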
Active calls of the source: *.

SMILES	KLK7 zymogen act	ADAM10 inh	TDP2 absorb	Tn6 DDE FP	LEDGF integ inh	ARFGAP1 inh	ASAP1 GAP inh	PLCg1 inh	ADAM17 inh	Tn7 DDE FP
CC1CC(C)CN(CCCNC(=O)COc2cc(=O)n(C)c3ccccc23)C1 (stereo not drawn)	0.1	-4	8	-6	2	0	-2	6	-5	-1
Cc1cc(C)cc(N(CCC#N)C(=O)COC(=O)c2ccccc2SCC(=O)N2CCCC2)c1	0.5	-6	-10	2	4	14	9	-2	2	-6
O=c1cnc(-c2ccc(Cl)cc2)cn1O	0.5	-56	6	0	0	-7	-4	-6	-17	-1
CCOC(=O)c1c(NC(=O)C(C)Sc2c[nH]c3ccccc23)sc2c1CCC2 (stereo not drawn)	-1.0	9	-5	2	2	-5	8	2	8	-1
O=C(CSc1nnc(CNC(=O)c2c(F)cccc2F)o1)NCc1ccccc1	0.2	-7	-1	-1	0	-6	-9	-1	-5	4
O=C(CN1CCN(Cc2ccccc2)CC1)N/N=C\C=C/c1ccco1	-0.5	5	12	6	-3	11	9	-4	0	3
O=C(NC(=S)N1CCCCC1CO)C12CC3CC(CC(C3)C1)C2 (stereo not drawn)	0.0	3	9	1	3	-3	9	-1	-3	4
C=CCn1c(=O)/c(=C\c2ccccn2)s/c1=C(/C#N)C(=O)NCC1CCCO1 (stereo not drawn)	-0.7	10	-2	3	-3	-6	2	-8	-3	7
O=C(Nc1cccc(S(=O)(=O)N2CCCCCC2)c1)C1CCN(C(=O)c2ccc(Cl)cc2)CC1	0.3	14	5	-6	-1	-4	-5	0	4	-4
CCCC1=Nc2cc(C(=O)N3CCC(C(=O)OCC)CC3)ccc2Sc2ccccc21	0.2	8	-12	0	3	-3	18	1	5	-7
O=C(COC(=O)CN1C(=O)c2ccccc2C1=O)Nc1ccccc1	0.4	5	-9	-9	5	-11	-19	6	2	3
CCOC(=O)/C=c1\s/c(=C\c2ccc(C(=O)OC)cc2)c(=O)n1CC(=O)Nc1ccccc1	0.5	2	2	1	-3	3	-3	-4	0	5
COc1cc(OC)c(C2C(C(=O)O)c3ccccc3C(=O)N2C)cc1OC (stereo not drawn)	-0.5	-14	-13	6	-1	12	-3	-2	2	0
O=[N+]([O-])c1ccc2cn[nH]c2c1	-0.7	-3	7	-2	-1	-5	12	0	-3	-4
CCOc1ccccc1NC(=O)CSC1=NN2CCCC(=O)N=C2S1	0.3	12	-7	-2	1	0	-4	1	-5	3
COc1ccc(/C=C2\SC(N3CCCCC3)=NC2=O)cc1OC	1.4	-23	-2	-9	-2	16	9	-32	-5	0
CCOC(=O)c1ccc[n+](CC(=O)c2ccc(NC(=O)c3ccccc3)cc2)c1	-0.1	6	-3	-1	1	13	6	-3	-1	-4
CCOc1ccc(S(=O)(=O)N2CCN(Cc3ccc4c(c3)OCO4)CC2)cc1C	-0.2	7	0	-13	-3	5	-1	4	2	-3
COC(=O)[C@H](Cc1ccccc1)NC(=O)N1CCC(C)CC1	-0.1	4	-25	0	9	8	2	3	1	-2
COc1cccc(NC(=O)Nc2ccc3nsnc3c2)c1	0.1	-2	-15	-9	10	-9	3	-32	3	4
Brc1ccccc1OCCCCn1cnc2ccccc21	0.4	6	-14	-3	-5	0	2	3	-2	7
CC(C)c1onc(C(=O)NCc2ccc(Cl)cc2)c1[N+](=O)[O-]	-0.1	2	-6	2	2	-6	12	2	0	2
CN(CC(=O)Nc1ccccc1[N+](=O)[O-])Cc1ccc(Br)cc1	0.2	5	9	4	0	3	-13	-1	1	0
Cc1ccccc1NC(=O)c1nn(C)c2c1CS(=O)(=O)c1ccccc1-2	0.3	3	-16	4	-1	12	8	5	4	-6
Cc1ccccc1-c1nc(CS(=O)(=O)CC(=O)N2CCOCC2)c(C)o1	-0.7	-5	1	10	-1	2	8	-3	-6	0

New compounds follow
SMILES	KLK7 zymogen act	ADAM10 inh	TDP2 absorb	Tn6 DDE FP	LEDGF integ inh	ARFGAP1 inh	ASAP1 GAP inh	PLCg1 inh	ADAM17 inh	Tn7 DDE FP
O=C(O)CC/C(=C\c1cc2c(cc1Br)OCO2)c1nc2ccccc2s1	-0.3	10	-14	-4	6	-10	0	-20	-3	7
OC(CNCC1COc2ccccc2O1)COc1ccccc1F (stereo not drawn)	-0.2	-1	-4	-6	-3	5	-6	-1	-2	-1
CCn1c(SCc2nc3cc(OC)c(OC)cc3c(=O)[nH]2)nc2ccccc21	-1.5	0	-4	-9	6	-8	2	-11	-4	-2
COC(=O)c1c(NC(=O)CN2CCN(c3ccccc3)CC2)c2c(C)cccc2n1C	0.1	-6	-4	-7	3	3	0	-5	-4	-3
Cc1cccc(C(=O)Nc2ccc(NC(=O)c3ccccc3)cc2)c1	-0.2	19	-5	-1	2	8	4	1	1	-3
O=S(=O)(c1cccc(C(F)(F)F)c1)N1CCN(c2cnccn2)CC1	0.8	-38	-1	2	-3	-9	-6	-25	-18	-2
COc1ccccc1-n1c(-c2ccc(NS(C)(=O)=O)cc2)n[nH]c1=S	-1.9	-22	5	12	-2	-3	5	-15	-12	7
COc1cccc(NC(=O)COC(=O)C2CCCCC2)c1	0.9	-4	-9	-1	-5	-2	8	2	4	-6
Cc1ccc(-c2noc(CN3CCC(C(N)=O)CC3)n2)cc1	-0.3	1	-1	1	-1	-7	2	-4	-1	-4
OC(COCCC12CC3CC(CC(C3)C1)C2)CN1CCCCC1 (stereo not drawn)	-0.5	-6	1	3	0	2	-1	2	-2	2
CCCCN(C)C(=O)CS(=O)(=O)Cc1nc(-c2cccc(OC)c2)oc1C	0.3	-1	1	-9	5	7	-3	3	0	-4
COc1ccccc1/C=C/c1nc2ccccc2c(=O)o1	0.7	3	-7	1	5	5	-4	3	3	-8
CCCC[C@@H]1CNC(=S)N1CCCc1cc(OC)c(OC)c(OC)c1	-0.8	4	1	-2	0	16	0	0	-2	-2
Cc1cc(CN2CCN(CCC#N)CC2)c(O)c(C2(C)CCCCC2)c1	0.4	4	13	10	1	2	14	0	0	3
COc1ccc(/C=C/C(=O)c2ccc[nH]2)c(OC)c1OC	0.9	-12	-3	5	1	8	9	-27	-2	2
Cc1noc(C)c1-c1csc(N2CCC(C(N)=O)CC2)n1	0.1	14	-3	9	2	2	0	-5	2	-3
O=C(NCC(F)(F)F)Nc1ncccn1	0.0	1	4	-1	1	2	7	0	-4	2
CCN(c1ccccc1)S(=O)(=O)c1cccc(C(=O)OCc2nc3sc(C)c(C)c3c(=O)[nH]2)c1	-0.7	-2	-3	5	-2	-11	-14	-4	0	5
CCOC(=O)c1c(NC(=O)Cn2nnc3ccccc32)sc2c1CCC(C)C2 (stereo not drawn)	0.2	5	-7	-8	3	-1	5	7	5	-9
CCOC(=O)c1[nH]ncc1CN1CCC(Cc2ccccc2)(C(=O)OCC)CC1	0.5	-2	6	3	-1	10	9	0	-3	5
CCOC(=O)N1CCN(C(=O)C2CCN(C(=O)c3cc4sccc4n3CC)CC2)CC1	0.5	-1	0	-6	2	3	-9	0	-3	2
CCOC(=O)[C@H]1[C@H]2COc3ccc(C)cc3[C@@H]2N2C(=O)c3ccc(Cl)cc3NC(=O)[C@@]12C	0.2	-1	2	6	2	-3	13	0	1	-13
CCCCn1c(N)c(N(CC(C)C)C(=O)C2=NN(c3ccccc3)C(=O)CC2)c(=O)[nH]c1=O	-0.2	-26	11	-1	-2	-8	4	-4	-7	2
COc1ccccc1-n1cnnc1SCc1csc(-c2ccccc2)n1	-0.2	-2	0	-2	1	-2	2	-1	-3	4
O=C(Nc1ccccc1)Nc1nnc(Cc2ccc([N+](=O)[O-])cc2)s1	0.3	-4	6	-5	0	18	-2	-1	-3	8

Following part
SMILES	KLK7 zymogen act	ADAM10 inh	TDP2 absorb	Tn6 DDE FP	LEDGF integ inh	ARFGAP1 inh	ASAP1 GAP inh	PLCg1 inh	ADAM17 inh	Tn7 DDE FP
Cc1cc(C)cc(C(=O)NCC(=O)N(C)CCOc2ccccc2)c1	0.8	-2	-4	2	0	1	8	-2	0	-3
Cc1cc(NC(=O)C2CCCN2C(=O)Nc2c(C)cccc2C)ccc1-n1cnnn1 (stereo not drawn)	-0.7	-3	12	5	-2	-13	-4	-1	-3	-6
COc1ccccc1-c1cc(C(=O)N2CCCC2)no1	0.5	-5	-8	6	5	-2	-2	-7	-3	2
Cc1cc(=O)[nH]c(SCCCOc2ccc3c(c2)CCC3)n1	-0.3	-2	6	4	7	-15	3	-1	-4	3
CCCCCCCCN1C(=O)[C@@H](CC(=O)N2CCCCC2)C[C@@]2(C(=O)OC)C1=C[C@H](C(C)(C)C)O[C@@H]2C	-0.1	-4	2	13	-4	11	-12	-1	-4	3
O=C(Nc1cccc(OC(F)(F)F)c1)C1Cc2c(-c3ccc4c(c3)OCO4)ccnc2O1 (stereo not drawn)	-0.8	-1	0	5	-2	3	7	-8	3	-1
CCNc1nc(NC#N)nc(SCC(=O)OCC)n1	0.7	2	-2	7	-2	3	-5	3	-1	-9
COC(=O)c1nnc(-c2ccccc2)c(-c2ccccc2)n1	-0.5	1	12	-4	2	5	-1	2	-4	-6
COC(=O)c1ccc(COC(=O)CNC(=O)c2ccco2)cc1	-0.1	-2	-1	5	1	3	12	3	-1	-1
COC(=O)CN1C(=O)[C@H]2[C@@H](c3ccc(C)o3)N3C(=O)CN(Cc4ccccn4)C(=O)[C@@]3(C)[C@H]2C1=O	-0.3	7	10	-5	-1	9	-5	-5	-3	3

Taken from above.
`COc1ccccc1-c1cc(C(=O)N2CCCC2)no1` in ARFGAP1 inh → -2
`CCCCCCCCN1C(=O)[C@@H](CC(=O)N2CCCCC2)C[C@@]2(C(=O)OC)C1=C[C@H](C(C)(C)C)O[C@@H]2C` in KLK7 zymogen act → -0.1
